Rhodamine fluor: compound autofluorescence in rhodamine spectral region; max dye-equivalent concentration, M; AID 594; actives 0.05% (n = 59,000); Rhodamine-region fluorescence, 547/598 nm, Tris buffer; stronger effect = higher value; in the data active = max dye-equivalent concentration above about 11 nM; inconclusive = between about 1.1 nM and that limit
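Read-out is relative fluorescence at 547 nm excitation and 598 nm emission, expressed as dye-equivalent concentration using rhodamine standards on every plate. Each compound was profiled across a concentration series after 15 min in 100 mM Tris, pH 8.0.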
HADH2 inhib: blocks human hydroxyacyl-CoA dehydrogenase type II; recombinant HADH2, NADH fluorescence, beta-hydroxybutyryl-CoA; Potency, µM (titrated, usually from 57.1 µM), inactives show at the highest dose activity change, negative = inhibition, hits mostly inhibitors; actives 3.4% (n = 73,000); AID 886; note: potency is the fitted concentration of half-maximal effect; % is set by controls: 0 for no effect and ±100 for the full control effect; nearly all actives have a fitted effect of over 60% in size; many of its hits are not listed in these tables
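Read-out: 360 nm excitation, 450 nm emission, kinetic over 4 min. Conditions: His-tagged human HADH2 20 nM, pH 9.0 Tris with Tween-20, 1 mM NAD+, 90 uM beta-hydroxybutyryl-CoA.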
USP2a inh: USP2a (human) protease inhibition. USP2a enzymatic assay, qHTS inhibition. O75604. Potency, µM (highest dose often 38.3 µM), for the others: top-dose activity change, negative = inhibition, actives largely listed as inhibitors. actives 0.1% (n = 60,000);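 note: potency is the fitted concentration of half-maximal effect; nearly all actives have a fitted effect of over 60% in size; plate controls were DMSO for no effect and NEM full inhibition control for full effect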
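USP2 core (20nM final) preincubated 30 min RT with compound, then Ub-PLA2 20nM and NBD C6-HPC 20uM final added; buffer 20mM Tris-HCl pH 8.0, 2mM CaCl2. Fluorescence Ex 460/Em 535 read at 0 and 2.5 h; normalized to NEM.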
Tau fil binding: tau filament binding; P10636; recombinant tau filaments, thioflavin S fluorescence, 15 h; filaments grown with octadecylsulfate alongside compound; Potency, µM (highest dose often 57.1 µM), for inactives: top-dose activity change, negative = inhibition; actives 2% (n = 71,000); AID 596;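 note: potency is the fitted concentration of half-maximal effect; % is set by controls: 0 for no effect and ±100 for the full control effect; actives lower thioflavin S fluorescence by blocking filaments or displacing dye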
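Assay mix: 1 uM His-tagged tau, 30 uM sodium octadecylsulfate, thioflavine S dye in HEPES/NaCl/DTT buffer. Compound is added prior to the inducer. Fluorescence after 15 h at 37 C.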
Casp7 inh: allosteric or competitive inhibitors of human caspase-7; P55210; actives 0.02% (n = 75,000); recombinant caspase-7, Ac-DEVD-AFC fluorescence rate; Potency, µM (doses to about 57.5 µM), inactives show at the highest dose activity change, negative = inhibition, actives largely listed as inhibitors; AID 889; active = well fitted inhibition curve with a large enough effect in the main read-out, with a control signal flat, not every such curve was filed as active; inconclusive = small, poorly fitted or top-dose-only effect, or a change in a side signal; note: potency is the fitted concentration of half-maximal effect; % of control where 0% means no effect
HEK293 cAMP cs: raises cAMP in parental HEK293 cells, TSHR agonist counter-screen; parental HEK293 CNG cAMP sensor, membrane potential fluorescence; Potency, µM (titrated, usually from 57.1 µM), for the others: at the top dose activation, actives largely listed as activators; actives 2.5% (n = 73,000); AID 938; note: potency is the fitted concentration of half-maximal effect; % of control where 0% means no effect; nearly all actives have a fitted effect of over 55% in size
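Parental HEK 293 cells stably expressing a cAMP-gated CNG channel were loaded with membrane potential dye containing 100 uM RO 20-1724 for 60 min. Compound added for 30 min; depolarization read as fluorescence intensity at 590 nm.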
BRCT PPI red: inhibitors of human BRCA1 BRCT-phosphoprotein interaction (red fluorophore) | AID 892 | BRCT-phosphopeptide binding, red fluorescence polarization | P38398 | Potency, µM (highest dose often 76.9 µM), without a hit: top-dose activity change, negative = inhibition, actives largely listed as inhibitors | actives 0.03% (n = 75,000); note: % is set by controls: 0 for no effect and ±100 for the full control effect
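Rhodamine-labelled pBACH1 10-mer (100 nM) bound to BRCT domain (100 nM) at pH 7.3; compounds incubated 12 min room temperature, polarization read. Free peptide defines full inhibition; unlabelled decapeptide titrated as control.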
BRCT inh green: inhibitors of human BRCA1 BRCT-phosphoprotein interaction (green fluorophore) | P38398 | BRCA1 BRCT-phosphopeptide binding, green fluorescence polarization | Potency, µM (highest dose often 76.9 µM), inactives show at the highest dose activity change, negative = inhibition, most hits filed as inhibitors | actives 0.05% (n = 75,000);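 note: potency is the fitted concentration of half-maximal effect; plate controls were peptide without protein for full effect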
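Fluorescence polarization: His-tagged BRCT (~35 kDa BRCA1 C-terminus, 250 nM) bound to 100 nM fluorescein-labeled phosphorylated 10-aa BACH1 peptide, pH 7.3 phosphate buffer with DTT and Tween 20. Compounds incubated 12 min at room temperature; inhibition read as lowered polarization.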
Pol III holo inh: blocks replication by bacterial DNA polymerase III holoenzyme; Potency, µM (highest dose often 57.1 µM), for the others: at the highest dose activity change, negative = inhibition; AID 603; actives 0.25% (n = 71,000); reconstituted DNA polymerase III holoenzyme replication, biochemical; note: potency is the fitted concentration of half-maximal effect; % is set by controls: 0 for no effect and ±100 for the full control effect
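Reconstituted *E. coli* holoenzyme (0.35 nM Pol III, 1 nM beta, 154 nM SSB, 2 nM primase) was preincubated with compound for 15 min at RT. Synthesis on 1.4 nM ssM13Gori ran 35 min, then was stopped with PicoGreen/EDTA and read as dsDNA fluorescence.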
ALOX15 inhib: blocks human 15-lipoxygenase activity | actives 1.4% (n = 74,000) | purified 15hLO-1, xylenol orange hydroperoxide absorbance | Potency, µM (series often up to 57.1 µM), for the others: top-dose activity change, negative = inhibition, usual class: inhibitors | AID 887 | P16050; note: potency is the fitted concentration of half-maximal effect; % is set by controls: 0 for no effect and ±100 for the full control effect; nearly all actives have a fitted effect of over 55% in size
Target sequence (P16050 whole entry, looked up): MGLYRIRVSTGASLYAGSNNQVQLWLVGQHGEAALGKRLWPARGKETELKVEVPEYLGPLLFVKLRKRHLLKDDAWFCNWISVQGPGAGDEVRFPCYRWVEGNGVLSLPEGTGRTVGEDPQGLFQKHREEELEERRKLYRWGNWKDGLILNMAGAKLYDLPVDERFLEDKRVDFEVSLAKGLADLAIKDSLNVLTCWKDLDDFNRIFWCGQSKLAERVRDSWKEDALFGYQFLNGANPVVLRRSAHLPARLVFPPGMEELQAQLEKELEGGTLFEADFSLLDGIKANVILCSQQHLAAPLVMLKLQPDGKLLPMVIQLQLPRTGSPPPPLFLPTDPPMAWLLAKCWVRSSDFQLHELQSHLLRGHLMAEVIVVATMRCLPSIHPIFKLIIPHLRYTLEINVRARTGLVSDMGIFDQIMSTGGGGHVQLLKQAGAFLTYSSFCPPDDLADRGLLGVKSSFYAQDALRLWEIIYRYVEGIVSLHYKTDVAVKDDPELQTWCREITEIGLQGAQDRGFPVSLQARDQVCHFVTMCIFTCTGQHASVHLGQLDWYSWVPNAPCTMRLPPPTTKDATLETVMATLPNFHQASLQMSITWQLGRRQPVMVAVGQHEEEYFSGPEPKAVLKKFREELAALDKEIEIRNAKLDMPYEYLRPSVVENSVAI
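Readout: Fe(III)-xylenol orange absorbance, 573-to-405 nm ratio as reaction progress. Enzyme 40 nM purified human 15hLO-1, substrate 50 uM arachidonic acid, 6 min RT after 15 min compound preincubation; Hepes pH 7.5 buffer with Triton X-100.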
Caspase-1 inhib: allosteric or competitive inhibitors of human caspase-1; P29466; Caspase-1 enzyme, Ac-WEHD-AFC fluorogenic rate; Potency, µM (titrated, usually from 57.5 µM), inactives show top-dose activity change, negative = inhibition, usual class: inhibitors; actives 0.03% (n = 75,000);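 note: potency is the fitted concentration of half-maximal effect; plate controls were vehicle for no effect and no substrate for full effect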
Target sequence (P29466 120-297 limits assumed): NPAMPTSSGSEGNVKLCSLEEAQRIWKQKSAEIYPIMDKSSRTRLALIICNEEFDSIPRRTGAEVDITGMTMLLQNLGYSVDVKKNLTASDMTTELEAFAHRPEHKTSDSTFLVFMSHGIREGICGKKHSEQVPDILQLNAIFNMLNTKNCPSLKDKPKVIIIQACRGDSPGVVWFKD
Target sequence (P29466 317-404 limits assumed): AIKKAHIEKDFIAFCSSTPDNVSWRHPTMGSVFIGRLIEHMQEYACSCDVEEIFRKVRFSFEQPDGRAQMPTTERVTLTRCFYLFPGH
Numbers without * were called inactive; i = inactive; ? = inconclusive; / = not tested or not shown; [ ] = dose if it differs, or a comment. Unless noted, calls come from the whole dose curve; as a rule, active = well fitted curve in the direction sought with a large enough effect; inconclusive = small, poorly fitted or top-dose-only effect, or another doubt; inactive = no such curve, though single readings can be large; an effect the other way counts as inactive or inconclusive. Some of the compounds tested; the hit share may differ from the screen's.

canonical_smiles | Rhodamine fluor | HADH2 inhib | USP2a inh | Tau fil binding | Casp7 inh | HEK293 cAMP cs | BRCT PPI red | BRCT inh green | Pol III holo inh | ALOX15 inhib | Caspase-1 inhib
CC(=O)N1CCC(Nc2ccc(C)cc2)CC1 | / | -5% | / | -5% | -3% | 10% | 1.0% | -3.5% | 3% | -6% | 0%
COc1cc(NC(=O)c2ccc(C)cc2)c(OC)cc1NC(=O)CN1CCOCC1 | i | -6% | 9% | -11% | 1% | -4% | -0.1% | -1.7% | -1% | -5% | -2%
O=C(CSCC(=O)OCn1nnc2ccccc2c1=O)Nc1ccc(Cl)cc1 | i | -11% | 38%[activator] | -7% | 1% | -11% | -2.9% | -2.3% | -6% | -18% | 1%
CCCCn1nnc(NC(=O)c2cc3ccccc3o2)n1 | i | -1% | -4% | -6% | 1% | 7% | 0.2% | -1.1% | 2% | 0% | -2%
COc1ccc(C2NC(=O)NC(O)(C(F)(F)F)C2C(=O)c2ccc(C)cc2)cc1 (stereo not drawn) | / | 0%[11.4 µM] | 14%[7.66 µM] | -3%[11.4 µM] | 1% | 10%[11.4 µM] | -0.4% | 1.1% | -8%[11.4 µM] | -7%[11.4 µM] | -2%
CC(=O)NCCOc1nc(N(C)C)nc(N2CCOCC2)n1 | i | 7% | 1% | -5% | 3% | 1% | 0.5% | 0.9% | 1% | 9% | 0%
CCOc1cc(N2CCOCC2)c(OCC)cc1NC(=O)CN1CCc2ccccc2C1 | i | ? | -13% | -17% | -8% | 9% | -3.0% | 0.3% | 1% | ? | 1%
CCCc1c(O)nc(SCCN(CC)CC)n(C(=O)c2ccccc2)c1=O | i | 0% | 8% | 4% | 0% | 16% | 0.4% | -2.0% | 11% | -1% | 0%
Cn1c(-c2ccccc2)cccc1=O | i | 1% | -7% | -3% | 1% | 0% | -1.4% | -1.7% | 3% | 4% | 0%
O=C(NCc1cccs1)C1CCCN1S(=O)(=O)c1ccccc1F (stereo not drawn) | i | -6% | -5% | -8% | -5% | 12% | 0.2% | -1.9% | -5% | 7% | 0%
COc1ccc(-c2nsc3c(N4CCN(C(=O)c5ccco5)CC4)ncnc23)cc1 | i | 4% | 23% | -4% | 0% | ? | 0.3% | -1.4% | -6% | -5% | -1%
O=C(c1cnccn1)N1CCC2(CC1)CCN(c1ncccn1)CC2 | i | 0% | -6% | -6% | 2% | -3% | -2.0% | -2.1% | 4% | 1% | -3%
O=C(NCCNC(=O)C(F)(F)F)c1ccncc1 | i | -2% | -3% | -14% | -1% | 0% | -0.3% | -1.1% | -9% | -2% | 1%
COc1ccc(-n2c(C)cc(=O)c3c2CC(C)(C)CC3=O)cc1 | i | 5% | -1% | 4% | 3% | 4% | -1.4% | -0.4% | -1% | 18% | 2%
O=C(c1sccc1-n1cccc1)N1CCCC1 | i | -6% | 4% | -7% | 0% | 3% | -0.9% | -1.6% | -9% | 4% | -5%
O=C(CN1C(=O)COc2ccccc21)N(Cc1cccnc1)Cc1ccccc1F | i | 28% | / | -5% | 2% | 10µM* | -1.6% | 1.6% | -2% | 12% | 0%
Cn1cccc1Cc1nnc(SCC(=O)NC2CCCC2)n1-c1ccc(F)cc1 | / | -8% | / | 2% | -1% | 14% | -1.2% | -3.0% | -4% | -25% | 2%
COc1ccc(C(=O)N2CCC3(CC2)CN(c2ccccn2)C3)cc1 | i | 3% | -14% | -5% | 1% | 17% | -0.9% | -1.8% | -5% | -2% | -3%
CCN(CC)CCN1C(=O)C(=O)/C(=C(/O)c2ccc(OC)c(OC)c2)C1c1ccccn1 (stereo not drawn) | i | 19% | 2% | 20µM* | -25% | -3% | 0.8% | 1.4% | -1% | -9% | ?
CCN1/C(=C/C(=O)c2ccco2)Sc2ccccc21 | i | 25µM* | 0% | -4% | -26% | -3% | -0.2% | -1.4% | -4% | ? | ?
CCCOP(=O)(c1ccc(N(C)C)cc1)C(O)c1ccncc1 (stereo not drawn) | i | -7% | 2% | 14% | -2% | 1% | 0.2% | -0.2% | -6% | ? | 3%
Clc1ccc(CN2C3=NCCN3c3ccccc32)cc1 | i | -3% | 1% | 19% | 0% | ? | -0.1% | -1.8% | -9% | -13% | 0%
CS(=O)(=O)C1=C(O)C(=O)N(CCCC(=O)O)C1c1ccccc1F (stereo not drawn) | i | 6% | -9% | -8% | 0% | 19% | 0.2% | -3.9% | -3% | -2% | 0%
O=C(NC1CCN(C(=O)Nc2cccc(F)c2)CC1)C1CCCCC1 | i | 1% | -1% | 2% | -1% | -6% | 0.7% | -1.5% | -7% | 0% | 2%
COCCn1c(=O)[nH]c2cc(C(=O)NCCN3CCN(c4ccc(OC)cc4)CC3)ccc2c1=O | i | ? | 5% | 5% | 1% | -1% | 1.0% | 0.6% | -4% | -1% | 1%

Record cards, as listed above.
Cn1c(-c2ccccc2)cccc1=O across the screens: Rhodamine fluor: i; HADH2 inhib: 1%; USP2a inh: -7%; Tau fil binding: -3%; Casp7 inh: 1%; HEK293 cAMP cs: 0%; BRCT PPI red: -1.4%; BRCT inh green: -1.7%; Pol III holo inh: 3%; ALOX15 inhib: 4%; Caspase-1 inhib: 0%
O=C(NC1CCN(C(=O)Nc2cccc(F)c2)CC1)C1CCCCC1 across the screens: Rhodamine fluor: i; HADH2 inhib: 1%; USP2a inh: -1%; Tau fil binding: 2%; Casp7 inh: -1%; HEK293 cAMP cs: -6%; BRCT PPI red: 0.7%; BRCT inh green: -1.5%; Pol III holo inh: -7%; ALOX15 inhib: 0%; Caspase-1 inhib: 2%

The list goes on:
canonical_smiles | Rhodamine fluor | HADH2 inhib | USP2a inh | Tau fil binding | Casp7 inh | HEK293 cAMP cs | BRCT PPI red | BRCT inh green | Pol III holo inh | ALOX15 inhib | Caspase-1 inhib
CC1Cn2c(nnc2-c2cccs2)S1 (stereo not drawn) | i | -11% | -6% | -8% | 1% | 2% | -0.7% | 1.0% | -9% | 13% | -3%
O=C1CN(C(=O)COC(=O)C2=COCCO2)c2ccccc2N1 | i | 0% | 0% | -4% | -1% | 6% | -0.4% | -1.6% | 0% | -13% | 1%
CCOC(=O)c1sc(NC(=O)CSc2nnnn2-c2ccc(C)c(C)c2)nc1C | i | -2% | 17% | 7% | 1%[0.00368 µM] | 27% | -0.4% | -0.3% | -1% | -4% | -1%
Cc1csc(SCC(=O)Nc2nc3ccccc3s2)n1 | i | -3% | -2% | 56% | -3% | 26% | 0.1% | 0.7% | 0% | -3% | -1%
CC(=O)NC12CC3CC(C1)CC(C(=O)OCC(=O)c1ccc4c(c1)OCCO4)(C3)C2 | i | 0% | 34%[activator] | -13% | -6% | 4% | 0.1% | 0.7% | -4% | 6% | -1%
COC(=O)CN1C(=O)C(O)(CC(=O)c2ccc(C)o2)c2ccccc21 (stereo not drawn) | i | -13% | 0% | 4% | -1% | -22% | -0.2% | -1.1% | -3% | 6% | 0%
CO[C@@H]1COC(=O)[C@H](COCc2ccccc2)NC(=O)C/C=C\[C@@H](C)[C@H](OC)COC(=O)[C@H](COCc2ccccc2)NC(=O)C/C=C\[C@H]1C | / | 4%[11.4 µM] | / | / | 0%[11.5 µM] | 3%[11.4 µM] | 2.5%[15.4 µM] | -0.8%[15.4 µM] | / | 9%[11.4 µM] | 0%[11.5 µM]
CC(=O)NC1C2CN3CCN(C2)CC1(Cc1ccccc1)C3 (stereo not drawn) | i | -10% | -11% | 6% | -2% | 1% | 0.6% | -0.7% | -8% | 10% | -2%
COC(=O)NC(/C(C(=O)OC)=C(\C)NCc1ccccc1)c1ccccc1 (stereo not drawn) | / | 8%[11.4 µM] | / | / | -1%[11.5 µM] | 3%[11.4 µM] | 1.7%[15.4 µM] | -1.1%[15.4 µM] | / | 7%[11.4 µM] | 0%[11.5 µM]
CCOC(=O)C1=NO[C@@]2(C=C(Br)C3(OCCCO3)[C@H]3O[C@H]32)C1 | / | ? | / | / | 0%[11.5 µM] | -9%[11.4 µM] | -0.5%[15.4 µM] | -2.6%[15.4 µM] | / | 0%[11.4 µM] | -1%[11.5 µM]
CC1CCCN(S(=O)(=O)c2ccc3c(c2)CCN3C(=O)C2CCC2)C1 (stereo not drawn) | i | 10% | 0% | -5% | 2% | 21% | 0.4% | -0.5% | -4% | 1% | -1%
CS(=O)(=O)N(CC(=O)N1CCN(c2ccccc2)CC1)c1cccc(Br)c1 | / | 8% | 12% | 0% | 0% | 12% | -0.3% | 0.0% | 2% | -7% | -1%
CC(NC(=O)CC(O)(C(F)(F)F)C(F)(F)F)c1ccccc1 (stereo not drawn) | i | 7% | 3% | 9% | 1% | -3% | 0.7% | -1.5% | 2% | 9% | -1%

Source: PubChem BioAssay (National Center for Advancing Translational Sciences (NCATS))
